From PubChem BioAssay
S100A4 MyoIIA = blocks human S100A4 binding to myosin IIA peptide; P26447; S100A4/TAMRA-MyoIIA peptide fluorescence polarization; inhibition, % at 10.7 µM; hit rate 0.14% among 360,000; AID 652163;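 active = mean inhibition of at least 70% across replicates, with every replicate also reaching that level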
Target sequence (P26447 whole entry, looked up): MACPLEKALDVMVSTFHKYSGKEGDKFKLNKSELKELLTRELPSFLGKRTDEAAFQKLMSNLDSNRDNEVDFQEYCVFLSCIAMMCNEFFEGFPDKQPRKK
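Material: S100A4 monomer protein / Buffer or medium: 50 mM HEPES pH 7.2, 10 mM CaCl2, 100 mM KCl / Times: 5 min incubation before reading / Benchmarks: neutral control DMSO, positive control TFP / Reagent: labelled myosin peptide probe, 5 nM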
LGR2 inh = inhibitors of bursicon-induced Drosophila LGR2 receptor cAMP signaling; inhibition, % at 9.99 µM; HEK293 LGR2, CRE-luciferase, bursicon-stimulated, 4 h; AID 720647; hit rate 0.35% among 380,000;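 active = drop in luminescence signal, shown as inhibition above about 50% in the replicate tests, limit read from the data, passing the limit was not always enough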;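 note: agonist challenge used bursicon conditioned medium at about half maximal strength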
esBAF inh = blocks esBAF chromatin remodeling in mouse ES cells. Bmi1-luciferase knock-in reporter, 24 h; 100% = twice the neutral-well signal. hit rate 2% among 350,000. reporter increase, % at 12.5 µM; in the data active = activation above about 40%;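 note: 0% = median of the plate's neutral control wells and 100% = double that signal; a rise in the Bmi1 reporter signal indicates esBAF inhibition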
CASP6 VEID inh = inhibitors of human caspase-6 | P55212 | purified caspase-6, Z-VEID-R110 cleavage fluorescence | inhibition, % at 12.5 µM | hit rate 0.53% among 350,000 | AID 686996;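 active = mean inhibition across replicates at least about 35%, with every replicate also reaching that limit, limit read from the data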;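 note: 0% = median of neutral control wells and 100% = no fluorescence left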
Target sequence (P55212 24-179 limits assumed): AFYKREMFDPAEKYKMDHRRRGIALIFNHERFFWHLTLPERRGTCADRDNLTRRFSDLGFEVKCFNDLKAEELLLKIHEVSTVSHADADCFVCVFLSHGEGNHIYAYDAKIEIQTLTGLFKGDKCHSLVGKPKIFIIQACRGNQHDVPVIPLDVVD
Target sequence (P55212 194-293 limits assumed): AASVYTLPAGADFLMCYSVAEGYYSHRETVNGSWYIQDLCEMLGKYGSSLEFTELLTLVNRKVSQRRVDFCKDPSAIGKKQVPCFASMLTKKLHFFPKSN
C2C12 statin = suppressors of simvastatin-induced myotoxicity in C2C12 myotubes. rescue of ATP level, % at 7.49 µM. AID 602340. hit rate 0.78% among 330,000. ATP luminescence, 48 h; scaled: DMSO 0, geranylgeraniol control 100;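 active = mean ATP rescue above about 67%, or every replicate alone reaching that limit, limit read from the data, passing the limit was not always enough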;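 note: myotubes were challenged with 10 µM simvastatin during compound exposure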
FN deposition inh = fibronectin deposition inhibition; inhibition, % at 12.6 µM; hit rate 0.086% among 350,000; AH1F fibroblasts, Alexa488-fibronectin deposition fluorescence, overnight;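 active = mean inhibition across replicates of 30% or more, regardless of how many single replicates reach that level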;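 note: positive control wells lacked labelled fibronectin entirely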
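Test system: AH1F fibroblast monolayer depositing Alexa488-labelled fibronectin into matrix. Input: 10000 cells per well. Technique: fluorescence, ex 485 nm, em 525 nm. Buffer or medium: DMEM plus 2% serum, read in PBS. Timing: 1 h cell adhesion before compound, then overnight fibronectin incubation. Compound: single dose, pinned. Read-out basis: inhibition from reduced deposited-fibronectin fluorescence.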
SIRT5 block = inhibitors of human sirtuin-5 desuccinylase | Purified SirT5, succinyl-peptide AMC, trypsin-coupled fluorescence | hit rate 1.1% among 330,000 | inhibition, % at 15 µM | Q9NXA8 | AID 652115; in the data active = inhibition above about 15%
Target sequence (Q9NXA8 whole entry, looked up): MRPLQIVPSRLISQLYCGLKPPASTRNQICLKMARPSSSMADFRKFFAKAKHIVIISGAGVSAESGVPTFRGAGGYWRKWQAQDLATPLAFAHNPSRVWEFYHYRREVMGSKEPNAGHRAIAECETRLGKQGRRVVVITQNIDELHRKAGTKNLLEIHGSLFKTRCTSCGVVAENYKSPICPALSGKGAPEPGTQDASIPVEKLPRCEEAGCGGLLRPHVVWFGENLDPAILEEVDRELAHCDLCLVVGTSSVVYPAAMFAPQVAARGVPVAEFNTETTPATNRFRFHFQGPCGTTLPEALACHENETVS
Active calls of the source: *; & = joins results of further samples. The list is partial; the hit share may differ from the screen's.

What do the screens show for `CN1CCN(C(=O)C[C@@H]2C[C@H]3c4cc(NC(=O)Nc5ccccc5F)ccc4O[C@H]3[C@@H](CO)O2)CC1`?
LGR2 inh: -3; esBAF inh: 3; C2C12 statin: -3; FN deposition inh: -5

What do the screens show for `CC(C)NC(=O)Nc1cccc2c1O[C@H](CN(C)CC1CCCCC1)[C@H](C)CN([C@@H](C)CO)C2=O`?
S100A4 MyoIIA: -6; LGR2 inh: 0; esBAF inh: -7; CASP6 VEID inh: 2; C2C12 statin: -6; SIRT5 block: -7

How did Cc1cnc(C(=O)N2CCc3c([nH]c4ccccc34)C2c2ccc(F)cc2)cn1 (stereo not given) do in these assays?
S100A4 MyoIIA: 0; LGR2 inh: 18; CASP6 VEID inh: 1; FN deposition inh: -16; SIRT5 block: 1

How did Cc1sc(NC(=O)CCS(=O)(=O)c2ccccc2)c(C#N)c1C do in these assays?
S100A4 MyoIIA: -4; LGR2 inh: 3; esBAF inh: 2; CASP6 VEID inh: 0; C2C12 statin: -1; FN deposition inh: 2; SIRT5 block: -3

Results for CCc1cc(C(=O)N2CCCC(CNS(=O)(=O)c3cccs3)C2)n(C)n1 (stereo not given) ?
S100A4 MyoIIA: -24; LGR2 inh: 0; CASP6 VEID inh: -1; FN deposition inh: -1; SIRT5 block: 0

Results for CCOc1cc(/C=C2\SC(=O)N(CC(=O)Nc3ccccc3F)C2=O)cc([N+](=O)[O-])c1O ?
S100A4 MyoIIA: -2; LGR2 inh: 7; CASP6 VEID inh: 13; FN deposition inh: -4; SIRT5 block: -3

Results for COc1ccccc1C#Cc1ccc2c(c1)[C@@H]1[C@@H](CCN1C(=O)Cc1ccccc1)[C@@H](CO)N2 ?
S100A4 MyoIIA: 0; LGR2 inh: 12; esBAF inh: 4; CASP6 VEID inh: -3; C2C12 statin: 21; FN deposition inh: 20; SIRT5 block: 7

Results for COc1cc(C(c2oc(CO)cc(=O)c2O)c2oc(CO)cc(=O)c2O)cc(OC)c1OC ?
S100A4 MyoIIA: 1; LGR2 inh: -4; CASP6 VEID inh: -13; FN deposition inh: 1; SIRT5 block: 2

What do the screens show for `Cn1c(N)c(C(=O)COC(=O)c2ccccc2C(F)(F)F)c(=O)n(C)c1=O`?
S100A4 MyoIIA: -4; LGR2 inh: -2; esBAF inh: -1; CASP6 VEID inh: 3; C2C12 statin: 8; FN deposition inh: 1; SIRT5 block: -4

How did Cc1ccc(C(=O)c2cc([N+](=O)[O-])ccc2N2CCN(C)CC2)cc1 do in these assays?
LGR2 inh: -13; esBAF inh: -10; C2C12 statin: -69

What do the screens show for `Nc1nonc1C(=O)NCCNCc1cc(Br)ccc1OCc1ccc(F)cc1`?
esBAF inh: -21; C2C12 statin: -22; FN deposition inh: 8

How did C[C@H](CO)N1C[C@H](C)[C@H](CN(C)S(=O)(=O)c2ccc(Oc3ccccc3)cc2)OCc2cnnn2CCCC1=O do in these assays?
S100A4 MyoIIA: -2; LGR2 inh: 32; esBAF inh: 6&5; CASP6 VEID inh: 5; C2C12 statin: -30&-7; FN deposition inh: 9; SIRT5 block: 5

How did NC1=C(Cl)C(=O)c2ccccc2C1=O do in these assays?
S100A4 MyoIIA: 4; LGR2 inh: -12; CASP6 VEID inh: 97*; FN deposition inh: -2; SIRT5 block: -3

How did COC(=O)C(NC(=O)C(NC(=O)c1ccccc1)C(C)C)C(C)C (stereo not given) do in these assays?
esBAF inh: -9; C2C12 statin: -7; FN deposition inh: 7

Results for O=C(N/N=C/c1ccoc1)c1ccccc1Br ?
S100A4 MyoIIA: -2; LGR2 inh: 1; esBAF inh: -3; CASP6 VEID inh: 3; C2C12 statin: 4; SIRT5 block: -2

How did COc1ccc(NS(=O)(=O)c2ccc(N3CCOCC3)c(NC(=O)c3ccccc3Cl)c2)cc1 do in these assays?
S100A4 MyoIIA: -1; CASP6 VEID inh: 0; FN deposition inh: 5; SIRT5 block: -2

Results for Cc1cccc(C)c1OCc1cc(C(=O)N2CCN(c3ccccc3)CC2C)no1 (stereo not given) ?
S100A4 MyoIIA: 3; LGR2 inh: 10; esBAF inh: -2; CASP6 VEID inh: -3; C2C12 statin: 4; FN deposition inh: -3; SIRT5 block: -4

Results for COc1ccc(S(=O)(=O)N(C)C[C@@H]2Oc3ncc(-c4cc5ccccc5o4)cc3C(=O)N([C@H](C)CO)C[C@@H]2C)cc1 ?
S100A4 MyoIIA: 1; esBAF inh: 3; CASP6 VEID inh: 0; C2C12 statin: 12; SIRT5 block: -7

How did Cn1cc(/C=C/C(=O)N2CCCC(C(=O)c3ccc(C(C)(C)C)cc3)C2)cn1 (stereo not given) do in these assays?
S100A4 MyoIIA: -1; LGR2 inh: -9; esBAF inh: 7; CASP6 VEID inh: -3; C2C12 statin: 4; FN deposition inh: 2; SIRT5 block: 0

What do the screens show for `O=C(Cc1ccccc1F)Nc1cccc(S(=O)(=O)N2CCCCC2)c1`?
S100A4 MyoIIA: -2; LGR2 inh: 10; esBAF inh: 3; CASP6 VEID inh: -2; C2C12 statin: -1; FN deposition inh: -6; SIRT5 block: 2

Compounds shown so far containing an aryl methoxy group:
Results for COc1ccccc1C#Cc1ccc2c(c1)[C@@H]1[C@@H](CCN1C(=O)Cc1ccccc1)[C@@H](CO)N2 ?
S100A4 MyoIIA: 0; LGR2 inh: 12; esBAF inh: 4; CASP6 VEID inh: -3; C2C12 statin: 21; FN deposition inh: 20; SIRT5 block: 7

Results for COc1cc(C(c2oc(CO)cc(=O)c2O)c2oc(CO)cc(=O)c2O)cc(OC)c1OC ?
S100A4 MyoIIA: 1; LGR2 inh: -4; CASP6 VEID inh: -13; FN deposition inh: 1; SIRT5 block: 2

How did COc1ccc(NS(=O)(=O)c2ccc(N3CCOCC3)c(NC(=O)c3ccccc3Cl)c2)cc1 do in these assays?
S100A4 MyoIIA: -1; CASP6 VEID inh: 0; FN deposition inh: 5; SIRT5 block: -2

Results for COc1ccc(S(=O)(=O)N(C)C[C@@H]2Oc3ncc(-c4cc5ccccc5o4)cc3C(=O)N([C@H](C)CO)C[C@@H]2C)cc1 ?
S100A4 MyoIIA: 1; esBAF inh: 3; CASP6 VEID inh: 0; C2C12 statin: 12; SIRT5 block: -7

Later entries
Results for CCCNC(=O)N1CC2(C1)[C@@H](c1ccccc1)[C@H](CO)N2C(=O)CC1CC1 ?
S100A4 MyoIIA: 4; LGR2 inh: 2; CASP6 VEID inh: -5; FN deposition inh: -11; SIRT5 block: 1

How did Clc1cccc(CNc2nc(-c3cccnc3)nc3ccccc23)c1 do in these assays?
S100A4 MyoIIA: -4; LGR2 inh: 0; esBAF inh: 3; CASP6 VEID inh: -2; C2C12 statin: -8; FN deposition inh: 9; SIRT5 block: -4

How did CCN(CC)CC(=O)NCC1(c2ccccc2)CCOCC1 do in these assays?
esBAF inh: -8; C2C12 statin: 3; FN deposition inh: 22

Results for CN1CCN(C(=O)C2=C[C@@H](c3ccc(C(F)(F)F)cc3)C[C@@H](OCc3ccc(CO)cc3)O2)CC1 ?
S100A4 MyoIIA: -4&1; LGR2 inh: -5; esBAF inh: 0; CASP6 VEID inh: -3&0; C2C12 statin: 25; FN deposition inh: -17; SIRT5 block: -3

What do the screens show for `C[C@@H]1CN([C@@H](C)CO)C(=O)c2cc(NC(=O)C3CCCCC3)ccc2O[C@@H](C)CCCCO[C@@H]1CN(C)S(=O)(=O)c1ccccc1`?
S100A4 MyoIIA: -4; LGR2 inh: 2; esBAF inh: 6; CASP6 VEID inh: -1; FN deposition inh: 15; SIRT5 block: 1

Results for C[n+]1ccccc1/C=C/c1ccc2ncccc2c1 ?
S100A4 MyoIIA: 10; LGR2 inh: 4; esBAF inh: 71*; CASP6 VEID inh: -7; C2C12 statin: 1; FN deposition inh: 11; SIRT5 block: 6

How did C[C@H]1CCCCO[C@H](CN(C)C(=O)Nc2ccccc2)[C@@H](C)CN([C@@H](C)CO)C(=O)c2cc(NC(=O)Nc3ccc4c(c3)OCO4)ccc2O1 do in these assays?
S100A4 MyoIIA: -3; LGR2 inh: 6; esBAF inh: 27; CASP6 VEID inh: 2; C2C12 statin: 0; FN deposition inh: 3; SIRT5 block: 12

How did CN(CC(=O)Nc1ccc(F)cc1)C(=O)c1ccc(-c2ccc(Cl)cc2)o1 do in these assays?
S100A4 MyoIIA: -10; LGR2 inh: -1; CASP6 VEID inh: 5; FN deposition inh: 1; SIRT5 block: -1

Results for COC(=O)C1=C(C(=O)OC)C(C(=O)OC)N2C=CC=CC2=C1C(=O)OC (stereo not given) ?
S100A4 MyoIIA: 8; LGR2 inh: 11; esBAF inh: -2; CASP6 VEID inh: 0; C2C12 statin: -3; FN deposition inh: -9; SIRT5 block: 2

What do the screens show for `COCc1c(C(=O)N2CCN(Cc3ccc4c(c3)OCO4)CC2)oc2ccccc12`?
S100A4 MyoIIA: -1; LGR2 inh: -7; esBAF inh: 11; CASP6 VEID inh: 4; C2C12 statin: 47; FN deposition inh: -3; SIRT5 block: -9

How did O=C(NNC(=O)C1CC=CCC1)c1ccccc1Cl (stereo not given) do in these assays?
S100A4 MyoIIA: -1; LGR2 inh: -1; esBAF inh: 17; CASP6 VEID inh: -1; C2C12 statin: -3; FN deposition inh: -4; SIRT5 block: 2

How did CC1(C(=O)Nc2ccc3c(c2)OCO3)CC1(Cl)Cl (stereo not given) do in these assays?
S100A4 MyoIIA: 7; LGR2 inh: -15; CASP6 VEID inh: 5; SIRT5 block: -2

How did CC(C)CCNC(=O)C(=O)NCCC1=CCCCC1 do in these assays?
S100A4 MyoIIA: 6; LGR2 inh: 0; esBAF inh: 8; CASP6 VEID inh: -5; C2C12 statin: -2; FN deposition inh: 0; SIRT5 block: -2

What do the screens show for `CCOc1ccc(NC(=O)CSc2nc(=O)n(Cc3ccccn3)c3c2CCC3)cc1`?
S100A4 MyoIIA: 3; LGR2 inh: 5; esBAF inh: 6; CASP6 VEID inh: 0; C2C12 statin: 6; FN deposition inh: 5; SIRT5 block: -1

What do the screens show for `COCCCN1C(=O)c2ccc(C(=O)OCC(=O)NCc3ccccc3OC)cc2C1=O`?
S100A4 MyoIIA: -4; LGR2 inh: -7; esBAF inh: -1; CASP6 VEID inh: -1; C2C12 statin: -1; FN deposition inh: 0; SIRT5 block: 0

How did O=C(Nc1cc(F)ccc1F)N1CCCCN2[C@H](CO)[C@H](c3ccc(-c4cncnc4)cc3)[C@@H]2C1 do in these assays?
S100A4 MyoIIA: -1; LGR2 inh: 0; CASP6 VEID inh: 0; SIRT5 block: -3

What do the screens show for `Cc1cc(C(=O)Nc2nc3ccc(Cl)cc3s2)nn1C`?
S100A4 MyoIIA: -2; LGR2 inh: -63; CASP6 VEID inh: 0; FN deposition inh: -5; SIRT5 block: -2

How did CCOc1ccc(NC(=O)CN(C)C(=O)CN2C(=O)C3CC=CCC3C2=O)cc1OCC (stereo not given) do in these assays?
S100A4 MyoIIA: -1; LGR2 inh: 3; CASP6 VEID inh: 4; FN deposition inh: -3; SIRT5 block: -5

Results for Cc1cc(Nc2ccccc2)n(CCO)n1 ?
esBAF inh: -5; C2C12 statin: 8; FN deposition inh: -2

How did CCC(Oc1ccccc1)C(=O)Nc1ccc(S(=O)(=O)N2CCOCC2)cc1 (stereo not given) do in these assays?
S100A4 MyoIIA: 0; LGR2 inh: 9; esBAF inh: 2; CASP6 VEID inh: 0; C2C12 statin: 10; SIRT5 block: 0

What do the screens show for `C[C@H](CO)N1C[C@H](C)[C@H](CN(C)C(=O)c2ccccc2F)Oc2ncc(C#Cc3ccc(F)cc3)cc2C1=O`?
S100A4 MyoIIA: 23; LGR2 inh: -3; esBAF inh: -9; CASP6 VEID inh: -1; C2C12 statin: 20; SIRT5 block: -2
